Bioassay records deposited in PubChem BioAssay by ICCB-Longwood Screening Facility, Harvard Medical School.
PV pol inh: inhibitors of poliovirus RNA polymerase binding and polymerization; % elongation, % (compound at 16.7 µg/mL); poliovirus polymerase elongation, fluorescence polarization; hits give low values; actives 0.66% (n = 150,000); in the data active means % elongation below about 90%; further: some results filed as inactive read as strong as hits
Target sequence (P03300 1749-2209 limits assumed): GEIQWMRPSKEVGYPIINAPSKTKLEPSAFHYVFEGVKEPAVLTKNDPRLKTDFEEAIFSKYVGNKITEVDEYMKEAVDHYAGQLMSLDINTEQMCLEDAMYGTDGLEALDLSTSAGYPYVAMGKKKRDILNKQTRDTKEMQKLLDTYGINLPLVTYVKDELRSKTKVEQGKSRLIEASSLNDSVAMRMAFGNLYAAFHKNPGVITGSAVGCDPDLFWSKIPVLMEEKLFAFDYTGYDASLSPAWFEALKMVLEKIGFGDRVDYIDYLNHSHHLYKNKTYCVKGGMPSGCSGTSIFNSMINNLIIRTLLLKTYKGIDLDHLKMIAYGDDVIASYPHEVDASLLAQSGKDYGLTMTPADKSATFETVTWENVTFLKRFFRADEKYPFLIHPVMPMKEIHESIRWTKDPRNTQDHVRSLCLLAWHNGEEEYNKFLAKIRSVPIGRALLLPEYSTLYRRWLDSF
PV pol inh FP z-score: further read-out of PV pol inh, marked with its call; z-score; measured here: FP z-score; hits read low
Active calls of the source: *; & = joins results of further samples.

Values run as follows: PV pol inh	PV pol inh FP z-score
> CC(C)NC(=S)N1CCN(Cc2c(Cl)cccc2Cl)CC1
    100	0.1
> CCCCN(CC)Cc1ccc(CNC(=O)Nc2ccccc2)o1
    102	0
> O=C(O)c1ccc(Nc2ncnc3c2cnn3-c2ccccc2)cc1
    91	-1.3
> COc1ccc(/C=C/C(=O)Nc2ccc(Cl)c(Cl)c2)cc1
    107	0.5
> COc1ccc2c(c1)c1c(c(=O)n(-c3ccccc3C)c(=O)n1CC(N)=O)n2C
    105	-0.6
> O=C(Nc1ccc(Cl)cc1)Nc1cc(C(=O)NC2CC2)ccc1N1CC2CC(C1)c1cccc(=O)n1C2 (stereo unspecified)
    102	0.5
> COc1cc(C(=O)NCCS(=O)(=O)N2CCN(c3ccccc3)CC2)cc(OC)c1OC
    106	-0.1
> CCN(CC)CC(=O)Nc1c(C#N)cnn1-c1ccccc1
    105	0.6
> Fc1ccccc1Cc1nnc2n1N=C(c1ccc(Cl)cc1)CS2
    105	0.3
> CC1CCC(Nc2c(-c3cccc(Br)c3)nc3c(C#N)c[nH]n23)CC1 (stereo unspecified)
    105	0.8

An excerpt of these results, with tabs:
SMILES	PV pol inh	PV pol inh FP z-score
COc1cc(C(=O)NCCS(=O)(=O)N2CCN(c3ccccc3)CC2)cc(OC)c1OC	106	-0.1
COc1ccc(/C=C/C(=O)Nc2ccc(Cl)c(Cl)c2)cc1	107	0.5
Fc1ccccc1Cc1nnc2n1N=C(c1ccc(Cl)cc1)CS2	105	0.3
COc1ccc2c(c1)c1c(c(=O)n(-c3ccccc3C)c(=O)n1CC(N)=O)n2C	105	-0.6

Filtered by structure, those above with a cyano group (two)
Values run as follows: PV pol inh	PV pol inh FP z-score
> CCN(CC)CC(=O)Nc1c(C#N)cnn1-c1ccccc1
    105	0.6
> CC1CCC(Nc2c(-c3cccc(Br)c3)nc3c(C#N)c[nH]n23)CC1 (stereo unspecified)
    105	0.8

Further records follow:
Values run as follows: PV pol inh	PV pol inh FP z-score
> Cc1ccc(OCCSc2nc3ccc(NC(=O)COc4ccc(F)cc4)cc3s2)cc1
    107	0.1
> CCOCc1cnc(C)nc1NCC(=O)c1c(C)[nH]c2ccc(OC)cc12
    103	0.3
> O=C(CSc1n[nH]c(-c2ccccc2Cl)n1)NCCc1ccccc1
    105	-0.8
> Cc1ccc(C2=NNC(=O)C(c3cn(CCC#N)c4ccccc34)C2)cc1 (stereo unspecified)
    100	0
> CC1CCN(C(=O)c2cc(Cl)ccc2Cl)CC1
    97	-0.6
> COc1ccc(-c2nn3c(-c4ccc(C)cc4)nnc3c3ccccc23)cc1
    108	0.6
> CN(C)c1cccc(C(=O)NCc2ccccc2)c1
    102	-0.1
> CCOC(=O)c1cc(-c2ccc(F)cc2)n(CCC(=O)NCCc2ccc(C)cc2)c1C
    108	0.6
> Cc1cccc(CSCc2nnc(NC(=O)/C=C/c3ccccc3)s2)c1
    102	0.1
> CN1CCN(CCCNC(=O)c2ccc3c(c2)N(Cc2ccc(F)cc2)CCS3)CC1
    99	-0.9
> COc1cccc(-c2nc(SCC(=O)NC3CCCC3)c(-c3ccc(C)cc3)[nH]2)c1
    115	0.8
> O=C1CC2NCCc3cccc1c32 (stereo unspecified)
    100	-0.8
> c1ccc(-c2c(-c3ccccc3)n(Cc3ccco3)c3ncn4nc(-c5ccccn5)nc4c23)cc1
    98	-0.9
> CCCC1=Nc2cc(C(=O)NC3CCCC3)ccc2Sc2ccc(C)cc21
    110	-0.6
> CCOC(=O)c1noc2ncnc(N3CCC(C)CC3)c12
    105	-0.2
> Cc1ccc(NC(=O)c2cc3cc(OC(F)(F)F)ccc3[nH]2)cc1
    106	0.5
> NC(CSCc1ccccc1Cl)C(=O)O (stereo unspecified)
    101	-0.2
> CN(CC12CC3CC(CC(C3)C1)C2)C(=O)c1ccco1
    101	0.5
> CC1N=C(c2ccccc2)c2cc(Br)ccc2NC1=O (stereo unspecified)
    101	-0.2
> CC(C)c1ccc(/C=C/C(=O)NC(=S)Nc2ccc(C(=O)O)cc2)cc1
    103	0.3
> CCOc1ccc2nc3c(=O)[nH]c(=O)[nH]c3nc2c1
    41	-6
> O=C1CN(Cc2nc3cc(Cl)ccc3c(=O)[nH]2)CCN1
    109	1
> NNc1nc(-c2ccccc2)c2cc(Cl)ccc2n1
    104	0.7
> CCOC(=O)N1CCC(NC(=O)C(CC(C)C)NC(=O)C2CCC(C)CC2)CC1 (stereo unspecified)
    100	-0.1
> COc1cccc(-c2nc3c(C#N)c[nH]n3c2NC2CCCCC2)c1OC
    107	-0.1
> CC(C)Cc1cc(C(=O)NC2CCCCC2)no1
    102	0.5
> CC(=O)N1CCOc2cc(S(=O)(=O)NCc3ccc(F)cc3)c(C)cc21
    109	0.7
> O=C(/C=C/c1ccccc1)N1CCN(c2ncccn2)CC1
    102	-0.1
> CCCNS(=O)(=O)c1ccc2c(c1)OCC(=O)N2
    100	-0.4
> COc1cc(/C=N/NC(=O)Cc2csc(C)n2)cc(OC)c1
    105	0.4
> Cc1ccc(-n2nc3ccc(NC(=O)COc4ccccc4C)cc3n2)cc1
    108	0.4
> C/C(=N\N)c1c(-c2ccccc2)[nH][nH]c1=O
    101	0.1
> O=C(Cc1cn2ccsc2n1)N/N=C/c1ccc2ncccc2c1
    98	-0.3
> COc1ccc(C(CC(=O)c2ccccc2)Sc2ccccc2N)cc1 (stereo unspecified)
    100	-0.3
> NNC(=O)CSC(=S)N1CCCC1
    104	0.2
> COc1cc(C)cc2oc(=O)c(CC(=O)NCc3cccc(Cl)c3)c(C)c12
    108	0.3
> Cc1nnc(N2CCC(C(=O)NC3CCCCC3)CC2)c2nn(-c3ccc(Cl)cc3)c(C)c12
    106	0.1
> CC(NC(=O)Cn1[nH]c(=O)c2ccccc2c1=O)c1ccc(S(N)(=O)=O)cc1 (stereo unspecified)
    105	0.3
> CC(C)COC(=O)C(C)Nc1n[nH]c(=S)[nH]c1=O (stereo unspecified)
    104	0.2
> COc1ccc(-c2c(C)oc3cc(OC)ccc23)cc1
    102	0.1

Random excerpt: 3 records from the list, in no set order.
Values run as follows: PV pol inh	PV pol inh FP z-score
> COc1ccc(C(CC(=O)c2ccccc2)Sc2ccccc2N)cc1 (stereo unspecified)
    100	-0.3
> Cc1ccc(-n2nc3ccc(NC(=O)COc4ccccc4C)cc3n2)cc1
    108	0.4
> COc1cc(C)cc2oc(=O)c(CC(=O)NCc3cccc(Cl)c3)c(C)c12
    108	0.3

More entries:
Values run as follows: PV pol inh	PV pol inh FP z-score
> CCCn1c2ccccc2c2cnn(CC(=O)N(CCCOC)Cc3ccco3)c(=O)c21
    100	-1.3
> CN(C)C(=O)CSc1cccc2cccnc12
    101	0.1
> CC(Sc1nnc2n1CCCCC2)C(=O)c1c[nH]c2ccccc12 (stereo unspecified)
    102	-0.2
> CN(Cc1ccccc1)c1nc2c(S(=O)(=O)c3ccccc3)nnn2c2ccccc12
    101	0
> Cc1ccc(-n2cc(-c3ccccc3)c3c(NCCN4CCOCC4)ncnc32)cc1
    103	1
> Cc1ccccc1Nc1nnc(-c2ccc(C)c(S(=O)(=O)N3CCN(C)CC3)c2)c2ccccc12
    103	-0.5
> O=c1ccc2cc(S(=O)(=O)Nc3ccc(OC(F)(F)F)cc3)ccc2[nH]1
    102	-0.9
> CCCCCNC(=O)C1CCC(Cn2c(=O)c3sccc3n(CC)c2=O)CC1 (stereo unspecified)
    111	1.1
> CCn1c(=O)cc(SCC(=O)N2CCN(c3ccccc3F)CC2)c2ccccc21
    107	0.1
> O=C(O)COCC(=O)Nc1ccc2c(c1)CCC2
    104	0.5
> Cc1ccc(NC(=O)CCn2nc(-c3ccccc3)c3ccccc3c2=O)c(C)c1
    108	0.8
> CC(C)NC(=O)/C(=N\O)c1ccccc1
    102	0.1
> CCNc1ccc(S(=O)(=O)C(F)(F)F)cc1NC(=O)C12CCC(CC1)C2
    106	1.2
> Cc1cc(C)c(C)c(S(=O)(=O)N2CCN(CCn3c(C)csc3=O)CC2)c1C
    108	0.8
> Cc1cc(C)cc(N2C(=O)CS(=O)(=O)C23C(=O)N(Cc2ccc(F)cc2)c2ccc(C)cc23)c1 (stereo unspecified)
    107	0.3
> CN(C)C(=O)c1ccc(Oc2ccc(C(=O)N(C)C)cc2)cc1
    102	0.2
> CCc1cccc(NC(=O)C(Cc2ccccc2)NS(=O)(=O)c2cccs2)c1 (stereo unspecified)
    106	0.2
> C=Cn1cnc2c1c(=O)n(C)c(=O)n2C
    101	-0.2
> Cc1nc(-n2cccc2)sc1C(=O)N/N=C/c1ccccc1Cl
    100	-0.4
> Cc1c(C(=O)N/N=C/c2ccccc2)sc(=S)n1C
    99	-0.4
> CN1C(=O)/C(=C/c2cccn2C(C)(C)C)C(=O)NC1=S
    105	0.8
> O=C1CN(c2ccccc2)CC(=O)N1
    100	0
> CCc1ccc(CNC(=O)c2ccc(NC(=O)N3CC(C)Sc4ccccc43)cc2)cc1 (stereo unspecified)
    109	0.8
> O=C1NN(c2ccccc2)C(=O)/C1=C/c1coc2ccccc2c1=O
    103	0.6
> CCOc1ccc2nc(SCC(=O)c3ccc(C)s3)sc2c1
    102	0.2
> CCOC(=O)c1oc2ccccc2c1COC(=O)CNS(=O)(=O)c1ccc2c(c1)OCCCO2
    106	0.4
> CSc1ncc(C(=O)N(C)Cc2ccc3c(c2)OCO3)n1-c1ccccc1
    105	0.1
> CN(C1CCCCC1)S(=O)(=O)c1ccccc1NC(=O)Cn1cnc2ccccc21
    101	-0.5
> CC(=O)NCc1ccc(C(=O)COC(=O)c2ccc(S(=O)(=O)N3CC(C)CC(C)C3)cc2)o1 (stereo unspecified)
    95	-1
> CCOc1ccccc1CN1C(=O)c2ccccc2C1C(=O)NC1CCCCCC1 (stereo unspecified)
    104	-0.3
> COC(=O)/C=C1\NC2CCCCC2NC1=O (stereo unspecified)
    103	0.4
> CN(C)/C=N/S(=O)(=O)c1ccc(-n2nc(C(F)(F)F)cc2-c2cccs2)cc1
    106	0.2
> O=C(c1c2c(nc3ccccc13)CCCC2)N1CCCCC1
    102	0.4
> CN(C(=O)CCc1ccccc1)c1nnc(-c2ccncc2)s1
    101	-0.6
> CCCCC(=O)O[C@H]1CCC2C3CCc4cc(O)ccc4C3CC[C@@]21C (stereo partly specified)
    101	0.4
> CC(C)CNC(=O)CSc1ccc(Cl)cc1
    100	0
> Cc1cc(Cl)ccc1NC(=O)CN1C(=O)CSc2ccc(S(=O)(=O)N(C)C)cc21
    107	0.1
> Cc1cc(C)c(NC(=O)CSc2nc3ccccc3c3nc(-c4ccccc4)nn23)c(C)c1
    111	1.2
> S=c1[nH]c(-c2ccccc2)cn1/N=C/c1ccc2c(c1)OCCO2
    106	0.3
> CCOc1cc2[nH]c(=O)n(CCCCC(=O)N3CCN(c4ccccc4)CC3)c(=O)c2cc1OCC
    104	-0.6
> CCCCn1c(=O)c(CCC(=O)OCC(=O)c2ccc3c(c2)OCCO3)nc2ccccc21
    102	0.1
> C[C@@H]1CC2C3CCC4=CC(=O)C=CC4(C)[C@@]3(F)[C@@H](O)CC2(C)[C@@]1(O)C(=O)CO (stereo partly specified)
    99	-0.2
> COc1ccc(-c2cc(C)no2)cc1S(=O)(=O)Nc1ccc(C)c(N(C)C)c1
    100	-0.7
> CCC(=O)/C=C(\O)c1ccc(Br)cc1
    115	2
> Cc1cc(=O)n(C(N)=S)[nH]1
    103	0.6
> CCCCc1ccc(NC(=O)Cn2nnc3sc4c(c3c2=O)CCC(C)C4)cc1 (stereo unspecified)
    103	-0.6
> C=CCn1c(/N=C/c2ccc(Cl)cc2)nc2ccccc21
    103	0.3
> Cc1[nH]c2ccccc2c1C1(O)C(=O)Nc2ccc(Cl)cc21 (stereo unspecified)
    109	1.1
> N#Cc1nc2c(-c3nc4ccccc4s3)c(N)n(-c3ccc(Cl)cc3)c2nc1C#N
    110	0.9
> COc1cc2c(cc1OC)C(C)N(c1ncnc3c1cnn3C)CC2 (stereo unspecified)
    101	0

Following part:
Values run as follows: PV pol inh	PV pol inh FP z-score
> Cn1nc(C(C)(C)C)c(NC(=O)c2ccc(F)cc2)c1C(C)(C)C
    103	0
> COc1ccc(CNC(=O)Cn2nnc(-c3ccc(C(F)(F)F)cc3)n2)cc1
    101	-0.2
> CN(Cc1coc(-c2ccccc2)n1)Cc1coc(-c2ccccc2)n1
    100	-0.3
> Cc1ccc(CNC(=O)c2ccc(CS(=O)Cc3cccc(Cl)c3)o2)cc1 (stereo unspecified)
    102	-0.9
> CC(C)NC[C@H](O)COc1cccc2ccccc12
    100&100&101	-0.1&0.1&0.4
> Cc1cccn2c(=O)c(C=Nc3ccccc3)c(NCCO)nc12
    106	0.5
> Nc1nc(-c2ccccc2)c(NC(=O)c2ccccc2Cl)s1
    101	-0.2
> CCOc1ccc2nc(NCCCNC(=O)C3CCCO3)c(C#N)cc2c1 (stereo unspecified)
    92	-2.9
> O=C(OCc1nc(-c2ccccc2)oc1COC(=O)c1ccco1)c1ccco1
    100	-0.3
> CCOc1ccc(CCNC(=O)CCSCc2cccc(Cl)c2)cc1OCC
    111	0.2
> CCc1cccc(CC)c1NC(=O)Cn1nc(C(F)(F)F)nc1N
    106	0.8
> C[C@H](NC(N)=O)C(=O)Nc1ccccc1
    103	0.2
> Cc1cc(C)nc(/N=C(/N)N2CCCCC2)n1
    103	0.2
> Cc1cc2nn(-c3ccccc3)nc2cc1NC(=O)C(C)C
    101	-0.1

A portion of the library; the hit share may differ from the screen's.
